Compound activity from PubChem BioAssay.
Pin1 inhibitor = human Pin1 inhibition. 390,000 compounds, 0.009% hits. Potency, µM (doses to about 115 µM), for inactives: at the top dose activity, negative = inhibition, actives largely listed as inhibitors. Pin1 FP peptide displacement, HiFluor488, 10 min. Q13526; active = well fitted inhibition curve with a large enough effect in the polarisation, with a control signal flat, not every such curve was filed as active; inconclusive = small, poorly fitted or top-dose-only effect, or effect the other way, or a change in a side signal; inactive = no such curve, though single readings can be large or run the other way; the % refers to the polarisation; also: potency is read from the fitted curve at half-maximal effect; % is scaled to controls: 0 for no effect and ±100 for the full control effect
Pol eta inh = inhibitors of human DNA polymerase eta; Q9Y253; Potency, µM (doses to about 114 µM), for inactives: at the highest dose activity change, negative = inhibition, actives largely listed as inhibitors; 390,000 compounds, 1.2% hits; recombinant Pol eta, fluorescent DNA replication assay; also: potency is read from the fitted curve at half-maximal effect; % is scaled to controls: 0 for no effect and ±100 for the full control effect
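Pol eta (10 nM) was preincubated with compounds for 15 min at room temperature, after which fluorescent replication substrate (50 nM final) was added to start the reaction. Fluorescence was read kinetically at 0 and 10 min.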
BAZ2B inh = inhibitors of human BAZ2B bromodomain. Q9UIF8. AlphaScreen BAZ2B-H3K14Ac peptide displacement. Potency, µM (doses to about 114 µM), inactives show at the top dose activity change, negative = inhibition, actives largely listed as inhibitors. 360,000 compounds, 4.4% hits; also: potency is read from the fitted curve at half-maximal effect; % is scaled to controls: 0 for no effect and ±100 for the full control effect; nearly all actives have a fitted effect of over 60% in size
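AlphaScreen displacement of biotin-H3(5-23)K14Ac peptide (50 nM final) from BAZ2B (50 nM final) in PBS pH 7.4, 0.01% Tween-20; complex preformed 30 min RT, then compounds (top 110 uM) 30 min RT, beads 20 min dark.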
HP1b chromo inh = HP1-beta chromodomain-methylated histone interaction inhibition; P83916; 390,000 compounds, 0.56% hits; AlphaScreen HP1-beta / biotin-H3K9me3 peptide binding; Potency, µM (titrated, usually from 114 µM), for inactives: at the highest dose activity change, negative = inhibition, actives largely listed as inhibitors; also: potency is read from the fitted curve at half-maximal effect; nearly all actives have a fitted effect of over 70% in size; inactives centre near 23
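Compound inhibition of the preformed complex between 50 nM HP1-beta and 50 nM biotinylated H3K9me3 peptide was read by AlphaScreen. Buffer was PBS pH 7.4 with 0.01% Tween-20. Incubations ran 30 min at room temperature, with 10 ug/mL donor/acceptor beads.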
PI4K2A inh = blocks human PI4K2A kinase activity; Q9BTU6; purified PI4K2A, ADP-Glo luminescence, 1 h; active compounds read low; 420,000 compounds, 0.13% hits; AID 1346378; activity change, negative = inhibition, % at 76.9 µM; in the data active = activity change below about -50%; inconclusive = mostly about -30% to -49%;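 also: -100% = wells without enzyme as full effect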
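PI4K2A activity was measured by ADP-Glo luminescence: enzyme (4 ug/mL stock) and phosphatidylinositol (1.2 mM stock) in Tris pH 7.5/MgCl2/EGTA/Triton X-100 buffer were reacted with ATP (300 microM stock) for one hour at ambient temperature.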
JMJD2A Tudor = JMJD2A Tudor domain (human) inhibition | 390,000 compounds, 4.4% hits | AID 504339 | O75164 | Potency, µM (doses to about 114 µM), for inactives: at the highest dose activity change, negative = inhibition, actives largely listed as inhibitors | AlphaScreen JMJD2A-Tudor / H3K4me3 peptide binding; also: potency is read from the fitted curve at half-maximal effect; % is scaled to controls: 0 for no effect and ±100 for the full control effect; nearly all actives have a fitted effect of over 50% in size
Target sequence (O75164 whole entry, looked up, the tested form may be a part): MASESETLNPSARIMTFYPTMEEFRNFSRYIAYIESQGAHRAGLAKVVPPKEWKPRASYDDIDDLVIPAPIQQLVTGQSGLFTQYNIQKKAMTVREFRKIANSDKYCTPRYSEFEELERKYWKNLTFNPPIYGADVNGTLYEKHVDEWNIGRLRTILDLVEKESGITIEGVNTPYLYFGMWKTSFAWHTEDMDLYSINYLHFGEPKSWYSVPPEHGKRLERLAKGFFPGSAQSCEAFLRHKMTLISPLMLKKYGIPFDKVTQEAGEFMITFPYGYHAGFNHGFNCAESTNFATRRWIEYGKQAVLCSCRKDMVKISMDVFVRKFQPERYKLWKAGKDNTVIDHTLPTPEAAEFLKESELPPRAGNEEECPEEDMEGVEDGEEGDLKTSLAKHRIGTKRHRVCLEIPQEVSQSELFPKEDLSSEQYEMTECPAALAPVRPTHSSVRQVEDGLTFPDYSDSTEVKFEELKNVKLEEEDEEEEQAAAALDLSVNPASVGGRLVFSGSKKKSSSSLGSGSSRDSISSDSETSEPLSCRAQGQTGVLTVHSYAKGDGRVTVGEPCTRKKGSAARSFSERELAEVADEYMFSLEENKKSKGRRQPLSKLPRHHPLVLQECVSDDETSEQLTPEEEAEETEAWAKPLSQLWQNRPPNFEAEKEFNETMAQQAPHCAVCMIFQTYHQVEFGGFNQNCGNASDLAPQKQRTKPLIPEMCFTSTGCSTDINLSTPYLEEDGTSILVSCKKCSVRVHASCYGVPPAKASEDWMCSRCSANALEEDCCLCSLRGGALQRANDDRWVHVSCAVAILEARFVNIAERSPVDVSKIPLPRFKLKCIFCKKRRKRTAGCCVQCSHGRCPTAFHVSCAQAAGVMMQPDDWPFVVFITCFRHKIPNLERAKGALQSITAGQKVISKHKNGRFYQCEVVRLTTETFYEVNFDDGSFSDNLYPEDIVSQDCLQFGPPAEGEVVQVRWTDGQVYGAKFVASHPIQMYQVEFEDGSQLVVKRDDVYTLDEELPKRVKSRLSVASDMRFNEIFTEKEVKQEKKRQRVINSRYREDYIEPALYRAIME
GLS inhibitor = inhibitors of human glutaminase (GLS). O94925. GLS enzymatic activity, qHTS titration. Potency, µM (doses to about 45.5 µM), inactives show at the top dose activity change, negative = inhibition, actives largely listed as inhibitors. 410,000 compounds, 0.21% hits. AID 624170; also: potency is read from the fitted curve at half-maximal effect; % is scaled to controls: 0 for no effect and ±100 for the full control effect
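hKGA; 45 mM KH2PO4 pH 8.2 + 0.02% Tween-20; cpd via pin tool; 1 mM Gln soln; GluOx/HRP/Amplex Red; RT 30 min; fluor. t0 & final.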
Tb PGK inh = inhibitors of T. brucei phosphoglycerate kinase | P07378 | PGK/GAPDH coupled, Kinase-Glo luminescence, 60 min | Potency, µM (top dose mostly 57.5 µM), for inactives: at the highest dose activity change, negative = inhibition, actives largely listed as inhibitors | 380,000 compounds, 0.043% hits | AID 602233; also: potency is read from the fitted curve at half-maximal effect; % is scaled to controls: 0 for no effect and ±100 for the full control effect; nearly all actives have a fitted effect of over 60% in size
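Recombinant glycosomal PGK reaction used 1,3-bisphosphoglycerate generated in-well by GAPDH (100nM final) in 100mM TEA pH 7.6, 5mM MgCl2, 0.01% Tween-20. After 60 minutes at room temperature, ATP was read by Kinase-Glo Plus luminescence end-point.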
G9a block = blocks human histone lysine methyltransferase G9a. Q96KQ7. G9a H3K9 monomethylation, AlphaScreen, 2 h. Potency, µM (doses to about 102 µM), inactives show at the top dose activity, negative = inhibition, usual class: inhibitors. 350,000 compounds, 8.8% hits. AID 504332; also: potency is read from the fitted curve at half-maximal effect; % is scaled to controls: 0 for no effect and ±100 for the full control effect; nearly all actives have a fitted effect of over 75% in size
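AlphaScreen detection with an anti-monomethyl H3K9 antibody quantified product after a 2 h room-temperature reaction containing 500 nM biotinylated H3K9 peptide, 20 µM SAM and 20 nM enzyme, which had been preincubated 15 min with compound.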
Numbers without * were called inactive; i = inactive; ? = inconclusive; / = no result given; [ ] = remark or other dose. Unless noted, calls follow the shape of the dose curve; as a rule, active = well fitted curve in the direction sought with a large enough effect; inconclusive = small, poorly fitted or top-dose-only effect, or another doubt; inactive = no such curve, though single readings can be large; an effect the other way counts as inactive or inconclusive. An excerpt; rates above refer to the full screens.

Assay codes – A = Pin1 inhibitor; B = Pol eta inh; C = BAZ2B inh; D = HP1b chromo inh; E = PI4K2A inh; F = JMJD2A Tudor; G = GLS inhibitor; H = Tb PGK inh; I = G9a block
CN(C)S(=O)(=O)c1ccc(NC(=O)C2COc3ccccc3O2)cc1 (stereo not drawn)
  A: 1%	B: -11%	C: 2%	D: 52%[activator]	E: -2	F: -11%	G: 2%	H: 2%	I: 10%[59 µM]

O=C1/C(=C/c2ccccc2)SC(=S)N1CC(=O)N1CCCCC1c1cccnc1 (stereo not drawn)
  A: 3%	B: -24%	C: 32µM*	D: -15%	E: 2	F: 35µM*	G: -5%	H: -1%	I: 40µM*

Cn1nc(C(F)(F)F)c(-c2ccccc2)c1NC(=O)CCC(=O)O
  A: -3%	B: -6%	C: -3%	D: 35%	E: -20	F: 2%	G: 0%	H: 2%	I: 7%

COc1ccccc1OCCCC(=O)NC(C)c1ccccc1 (stereo not drawn)
  A: 7%	B: -12%	C: 10%	D: 43%[activator]	E: 8	F: -1%	G: -14%	H: -9%	I: /

CCC(C(=O)O/N=C(\N)c1ccc(Cl)cc1)c1ccccc1 (stereo not drawn)
  A: 5%	B: -11%	C: 81%[activator]	D: 141%[activator]	E: -6	F: 90%[activator]	G: -2%	H: 9%	I: 170%[activator]

CCOc1ccc(C2=NNC(c3cccnc3)=Nc3ccc(OC)cc32)cc1
  A: -2%	B: -5%	C: ?	D: -17%	E: -4	F: ?	G: 7%	H: 0%	I: ?

Cn1c(=O)n(CCCOc2ccc(Br)cc2)c2ccccc21
  A: 0%	B: -14%	C: 28%	D: 94%[activator]	E: 11	F: 33%	G: 5%	H: -1%	I: 23%[59 µM]

O=C(Cn1cc([N+](=O)[O-])cn1)NC1CCCCCC1
  A: -16%	B: -14%	C: 4%	D: 40%[activator]	E: 1	F: -16%	G: -11%	H: -1%	I: 26%

CCCN1Cc2cccc(C(=O)NCc3ccc4c(c3)OCO4)c2C1=O
  A: -6%	B: -13%	C: 0%	D: 6%	E: -9	F: 1%	G: 11%	H: -3%	I: -10%[59 µM]

COc1ccc(NS(=O)(=O)c2ccc(N3CCCC3=O)cc2)cn1
  A: 0%	B: -9%	C: -13%	D: 24%	E: -1	F: -5%[11.4 µM]	G: 1%	H: -1%	I: 2%

Cc1ccc(-c2csc3nc[nH]c(=O)c23)cc1
  A: 4%	B: -7%	C: -17%	D: -6%	E: -7	F: -14%	G: 30%	H: -1%	I: 15%

CCOC(=O)c1[nH]c(C)c(C(=O)NCc2cccnc2)c1C
  A: -4%	B: -6%	C: 13%	D: 50%[activator]	E: 0	F: -16%	G: 0%	H: -1%	I: 35µM*

CN(C)CCN1C(=O)C(O)=C(C(=O)c2ccco2)C1c1ccccc1F (stereo not drawn)
  A: -1%	B: 5%	C: 8%	D: 48%[activator]	E: 4	F: -16%	G: 1%	H: -4%	I: 15%[12.7 µM]

O=C(c1ccc([N+](=O)[O-])cc1)n1nc(-c2ccccc2)nc1NCc1ccccc1
  A: -8%	B: -9%	C: -26%	D: ?	E: 6	F: ?	G: -9%	H: -10%	I: /

Clc1ccc2c(SCC3CO3)c3ccccc3nc2c1 (stereo not drawn)
  A: 3%	B: ?	C: /	D: 88%[activator]	E: 7	F: 1%	G: -9%	H: -7%	I: /

CCOC(=O)c1cccc(NC(=O)C2CCCN(S(=O)(=O)c3ccc4c(c3)oc(=O)n4C)C2)c1 (stereo not drawn)
  A: -1%	B: -18%	C: -14%	D: 50%[activator]	E: -5	F: -3%	G: -1%	H: 9%	I: 10%[59 µM]

CCCCn1c(N)c(N(CCOC)C(=O)COc2ccc(Cl)cc2)c(=O)[nH]c1=O
  A: 1%	B: -18%	C: -3%	D: 37%	E: 5	F: 4%	G: -14%	H: -8%	I: 2%

COc1ccc([C@@H]2C[C@@H](c3ccccc3)Oc3cc(C)cc(C)c32)cc1
  A: -9%	B: -21%	C: 4%	D: 64%[activator]	E: -1	F: 8%	G: -3%	H: 6%	I: 5%[12.7 µM]

CC(C)(C)OC(=O)N1CCC(CC2CC(c3ccccc3)=NO2)(C(=O)O)CC1 (stereo not drawn)
  A: -11%	B: -9%	C: /	D: 25%	E: 5	F: -1%	G: 3%	H: 8%	I: /

CCc1ccccc1NC(=O)CSc1ncccc1C(=O)O
  A: 2%	B: -10%	C: -7%	D: 36%	E: 2	F: -14%	G: -3%	H: 3%	I: -11%[59 µM]

CCOC(=O)CNC(=O)c1ccc(SCC)cc1
  A: -4%	B: -3%	C: 4%	D: 36%	E: -19	F: -7%	G: -1%	H: -18%	I: -6%

O=C(NCc1cccs1)c1ccccc1[N+](=O)[O-]
  A: 1%	B: -13%	C: 5%	D: 21%	E: -1	F: -17%	G: 8%	H: i	I: -11%[59 µM]

CN1/C(=C\C(=O)Nc2ccc(F)cc2)C(C)(C)c2ccccc21
  A: 8%	B: -18%	C: ?	D: 2%	E: 5	F: -27%	G: -3%	H: i	I: 45µM*

Cc1cccc(-c2nc(=S)c3c(n2Cc2ccco2)CCCC3)c1
  A: 6%	B: -6%	C: -20%	D: 1%	E: -3	F: -15%	G: 14%	H: -9%	I: ?

O=C(CNC(=O)c1ccccc1)NC1(C(=O)NC2CCCC2)CCCCC1
  A: -1%	B: -2%	C: 2%	D: 27%	E: 10	F: 0%	G: /	H: 4%	I: 3%

CC1(C)CC2C1CCC1(O)CC2(C)CCC1N(O)c1ccc(C(=O)NCCO)cn1 (stereo not drawn)
  A: 3%	B: -10%	C: -6%	D: 70%[activator]	E: 0	F: -22%	G: 33%[activator]	H: -1%	I: -3%[2.33 µM]

Cc1cc(=O)n(CC(=O)N2CCCCC2)c2c1c(C)nn2C
  A: -7%	B: -2%	C: -3%	D: 5%	E: 4	F: -22%	G: -9%	H: i	I: 16%[59 µM]

COc1ccc(CCNC(=O)CSCC(=O)Nc2cc(S(C)(=O)=O)ccc2Cl)cc1
  A: 0%	B: -8%	C: /	D: 34%	E: 0	F: -13%	G: 7%	H: 7%	I: /

COCC(=O)N(C)C[C@H]1N[C@@](C)(C(=O)OC)[C@H]2C(=O)N(Cc3ccccc3)C(=O)[C@@H]12
  A: -5%	B: -4%	C: /	D: 31%	E: 0	F: -22%	G: -1%	H: i	I: /

O=C(NNC(=S)Nc1ccccc1)c1ccc2ncccc2c1
  A: 0%	B: -19%	C: 10%	D: 10%	E: 1	F: -21%	G: ?	H: -4%	I: 28µM*

Reprinted from the part before: 3 compounds, then new ones.
Assay codes – A = Pin1 inhibitor; B = Pol eta inh; C = BAZ2B inh; D = HP1b chromo inh; E = PI4K2A inh; F = JMJD2A Tudor; G = GLS inhibitor; H = Tb PGK inh; I = G9a block
COc1ccc(CCNC(=O)CSCC(=O)Nc2cc(S(C)(=O)=O)ccc2Cl)cc1
  A: 0%	B: -8%	C: /	D: 34%	E: 0	F: -13%	G: 7%	H: 7%	I: /

COCC(=O)N(C)C[C@H]1N[C@@](C)(C(=O)OC)[C@H]2C(=O)N(Cc3ccccc3)C(=O)[C@@H]12
  A: -5%	B: -4%	C: /	D: 31%	E: 0	F: -22%	G: -1%	H: i	I: /

O=C(NNC(=S)Nc1ccccc1)c1ccc2ncccc2c1
  A: 0%	B: -19%	C: 10%	D: 10%	E: 1	F: -21%	G: ?	H: -4%	I: 28µM*

Cc1ccc(-c2cc(C(=O)Nc3nccs3)c3ccccc3n2)o1
  A: 1%	B: ?	C: -36%	D: 17%	E: -1	F: ?	G: 7%	H: -9%	I: 4.5µM*

O=C(COc1ccc(Br)cc1)NNC(=O)Cc1ccc(S(=O)(=O)N2CCOCC2)s1
  A: 3%	B: -6%	C: /	D: 47%[activator]	E: 5	F: -8%	G: 14%	H: 8%	I: /

O=C(NCc1ccco1)C1CCCN(S(=O)(=O)c2cc(Cl)ccc2Cl)C1 (stereo not drawn)
  A: -2%	B: -17%	C: -39%	D: 33%	E: 5	F: -7%	G: 8%	H: -7%	I: -8%

COc1cc(C(CCN2CCOCC2)c2c(OC)cc(OC)c3c(-c4ccccc4)cc(=O)oc23)cc(OC)c1OC (stereo not drawn)
  A: ?	B: -7%	C: /	D: -20%	E: -3	F: 79µM*	G: 1%	H: i	I: ?

O=C(Nc1ccc(C(=O)N2CCCC2)cc1)Nc1ccc(Cl)cc1Cl
  A: -1%	B: -5%	C: 4%	D: 4%	E: 6	F: -5%	G: 5%	H: -8%	I: ?

O=C(NC(NC(=S)Nc1c(Cl)cccc1Cl)C(Cl)(Cl)Cl)OCc1ccccc1 (stereo not drawn)
  A: 2%	B: -19%	C: -23%	D: 10%	E: -2	F: -17%	G: 5%	H: 3%	I: 3.2µM*

CC(C)(C)OC(=O)N1CCC[C@H]1c1nnc(SCC(=O)Nc2cccc(Cl)c2)o1
  A: 1%	B: -19%	C: 1%	D: 34%	E: 4	F: -10%	G: 1%	H: 10%	I: 9%

CCOC(=O)c1ccc(-c2ccc(/C=N/NC(=O)CN(c3cccc(C)c3)S(C)(=O)=O)o2)cc1
  A: 1%	B: -15%	C: -35%	D: 26%	E: -3	F: -19%	G: 6%	H: -6%	I: 7.9µM*

O=C(c1ccccc1)N1CCCC(C(=O)N2CCc3ccccc3C2)C1 (stereo not drawn)
  A: -11%	B: -4%	C: -3%	D: 28%	E: 2	F: -10%	G: -7%	H: -5%	I: 9%
